MrgX1 ag = agonists of human MrgX1 receptor, primary screen, HEK293 cells, Fluo-4 calcium flux | 310,000 compounds, 0.44% hits | B-score at 10 µM | Fluo-4 calcium fluorescence, agonist mode; hits give high values | Mas-related G-protein coupled receptor member X1 (Homo sapiens), Q96LB2;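 active = calcium response B-score plate-corrected fluorescence ratio at least 3 library SD, with starting fluorescence B-score inside 5 SD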
Target sequence (Q96LB2 whole entry, looked up): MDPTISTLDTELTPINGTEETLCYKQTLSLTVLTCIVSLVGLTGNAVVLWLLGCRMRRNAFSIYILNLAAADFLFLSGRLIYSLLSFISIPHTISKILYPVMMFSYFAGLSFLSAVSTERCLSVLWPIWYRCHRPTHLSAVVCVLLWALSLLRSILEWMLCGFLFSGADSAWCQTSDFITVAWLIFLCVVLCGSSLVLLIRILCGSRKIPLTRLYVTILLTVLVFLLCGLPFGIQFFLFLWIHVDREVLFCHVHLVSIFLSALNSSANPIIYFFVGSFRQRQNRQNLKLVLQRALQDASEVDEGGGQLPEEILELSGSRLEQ
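Test system: HEK293 cells stably expressing human MrgX1 receptor; Input: fifteen thousand cells per well; Dosing: compound delivered in addition one of three; Schedule: overnight seeding, then 1 h dark dye loading; Technique: Fluo-4 NW calcium fluorescence; Measure: B-scored fluorescence response ratio; Controls: positive and negative controls per plate.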
MrgX1 allo act = positive allosteric modulators of MrgX1, primary screen, HEK293 cells, Fluo-4 calcium flux. FDSS; hits give high values. B-score at 10 µM. 310,000 compounds, 0.63% hits. AID 588675, 2011;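 active = plate-corrected calcium response at least 3 library SD above typical, normal starting fluorescence, not activating the receptor alone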;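 note: compound read alongside a low EC10 to EC30 dose of BAM8-22 agonist; peak minus trough fluorescence over baseline measured at the second addition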
MrgX1 antagonist = antagonists of human MrgX1 receptor, primary screen, HEK293 cells, Fluo-4 calcium flux; Mas-related G-protein coupled receptor member X1 (Homo sapiens), Q96LB2; BAM8-22 antagonism; hits give low values; B-score at 10 µM; 310,000 compounds, 1.3% hits; AID 588676, 2011;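 active = calcium-response B-score plate-corrected more than 3 library SD below zero, starting fluorescence within 5 deviations, no agonist response on first addition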;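 note: peak minus trough fluorescence over baseline after final BAM8-22 challenge near maximal dose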
TRPC6 activator = mouse TRPC6 channel activators, primary screen, cell-based, HEK293, membrane potential dye; Short transient receptor potential channel 6 (Mus musculus), Q61143; HEK293-TRPC6 membrane potential dye fluorescence; hits give high values; 310,000 compounds, 0.13% hits; AID 2550, 2010; B-score at 10 µM;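 active = B-score of the integrated fluorescence ratio above library mean plus 3 SD, and starting fluorescence ratio within library mean plus 5 SD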;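 note: higher score means more depolarization so channel activation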
RGS4 pot = RGS4 potentiators or activators, primary screen, cell-based, HEK293 M3R inducible RGS4, calcium flux; carbachol calcium flux Fluo4; hits give low values; B-score at 10 µM; 310,000 compounds, 0.92% hits; AID 463111, 2010;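 active = B-score of the integrated calcium signal more than 4 SD below the library mean, with starting fluorescence not abnormally high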;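 note: negative B-score means reduced calcium response which marks RGS4 activation or potentiation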
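Reagent: ECmax carbachol challenge; Test system: M3R-expressing HEK293 line, RGS4 induced by doxycycline; Schedule: overnight RGS4 induction, 30 min dye load 37 °C, 20 min compound RT; Detection: calcium dye Fluo4 fluorescence; Read-out: Agonist-evoked peak-minus-minimum fluorescence over baseline, integrated ratio, B score.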
RGS4 block = RGS4 inhibitors, primary screen, cell-based, HEK293 M3R inducible RGS4, calcium flux; B-score at 10 µM; Regulator of G-protein signaling 4 (Homo sapiens), P49798; Fluo-4 calcium flux; hits give high values; triggered by carbachol at its EC20; 310,000 compounds, 0.45% hits; AID 463165, 2010;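 active = B-score, a plate-corrected calcium signal, over three deviations above library mean, with baseline fluorescence within five deviations of library mean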;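 note: RGS4 expression induced by doxycycline in cells with stable M3 receptor; B-score is computed from the integrated fluorescence ratio over baseline after carbachol; higher B-score means a larger calcium signal and so more RGS4 inhibition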
Target sequence (P49798 whole entry, looked up): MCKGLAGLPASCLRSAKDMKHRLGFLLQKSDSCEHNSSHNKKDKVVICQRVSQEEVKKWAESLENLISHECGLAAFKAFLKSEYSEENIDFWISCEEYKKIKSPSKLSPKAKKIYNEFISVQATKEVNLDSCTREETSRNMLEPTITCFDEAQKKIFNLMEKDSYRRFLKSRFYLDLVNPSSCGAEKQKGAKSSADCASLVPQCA
TRPC6 inh = mouse TRPC6 channel inhibitors, primary screen, cell-based, HEK293, membrane potential dye | 310,000 compounds, 1.1% hits | Short transient receptor potential channel 6 (Mus musculus), Q61143 | B-score at 10 µM | ACh-evoked depolarization; hits give low values | AID 2553, 2010;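 active = B-score under library mean minus 3 SD, initial fluorescence not abnormally high, positive integrated signal ratio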;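 note: B-score derived from integrated fluorescence ratio over the kinetic read; more negative B-score means stronger inhibition of depolarization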
Platelet DG rel = inhibitors of platelet dense granule secretion, primary screen, cell-based, MLPCN, human platelets | human platelet-rich plasma, SFLLRN dense granule ATP release, luminescence | inhibition, %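 (compounds screened at 7.5 µM in platelet-rich plasma)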 | 300,000 compounds, 0.22% hits | AID 1663, 2009;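 active = mean replicate score, as percent of positive control, at or above 50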
TRPC4 block = inhibitors of mouse TRPC4 channel, primary screen, Fluo4 calcium, HEK293 TRPC4beta/mu-opioid cells; 300,000 compounds, 0.39% hits; DAMGO-evoked Fluo4 calcium flux; hits give low values; Short transient receptor potential channel 4 (Mus musculus), Q9QUQ5; B-score at 10 µM;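 active = B-score over 3 SD under the library average, no early fluorescence shift, positive overall ratio signal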
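Test system – stable TRPC4beta/mu-opioid receptor HEK293 cells · Probe or stimulus – DAMGO, a submaximal dose followed by a maximal one · Dosing – one concentration per compound · Signal – Fluo4 calcium fluorescence by kinetic imaging, 5 s 1 Hz baseline · Evaluation – per-well B score of integrated baseline-normalized Fluo4 ratio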
HIF act = HIF pathway transcriptional activators, primary screen, cell-based, U2OS HRE-luciferase, luminescence; 300,000 compounds, 0.32% hits; activation, % at 7.5 µM (by protocol); U2OS HRE-luciferase reporter; normalized: DMSO 0%, desferrioxamine 100%;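 active = mean activation of at least 10% of the iron chelator positive control signal, with at least half of replicates also reaching 10%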
SKKanGAS inh = S. pyogenes SKKanGAS growth inhibitors in kanamycin, primary screen, streptokinase expression inhibitor project, SKKanGAS strain, BacTiter-Glo luminescence | 300,000 compounds, 1.3% hits | 6 h | inhibition, % at 7.5 µM | AID 1662, 2009;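 active = mean replicate score, as percent of positive control median, at least 50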;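 note: strain carries kanamycin resistance gene driven by streptokinase promoter and grows in 40 µg/ml kanamycin; loss of luminescence reflects streptokinase promoter inhibition or plain growth inhibition; 0% = median of DMSO wells and 100% = positive control at its reference dose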
* marks the source's active call; other numbers are inactive results; i = inactive; · = not tested or not shown.

SMILES | MrgX1 ag | MrgX1 allo act | MrgX1 antagonist | TRPC6 activator | RGS4 pot | RGS4 block | TRPC6 inh | Platelet DG rel | TRPC4 block | HIF act | SKKanGAS inh
OCCC1CN(Cc2nc3ccccc3s2)CCN1C1CCCCC1 (configuration not stated) | i | i | -5.2* | i | i | i | i | 0 | i | -0.1 | -11
CN1CCCC(OC(=O)c2cc(Cl)cc(Cl)c2)C1 (configuration not stated) | i | i | i | i | i | i | i | -2 | i | -1.1 | -1
COCCNc1nnc(SCC(=O)c2ccc3c(c2)OCO3)s1 | i | i | i | i | i | i | i | -1 | i | 0.1 | -2
CCOc1ccc(C(=O)NCc2cccs2)cc1 | i | i | i | i | i | i | i | -2 | i | 2.1 | -8
O=C(/C=C/c1ccccc1)NC(=O)c1ccccc1O | i | i | i | i | i | i | i | 11 | i | 2.2 | -2
CCOC(=O)Cn1nnnc1CN(Cc1ccc(OC)cc1)Cc1cc2cc(CC)ccc2[nH]c1=O | i | i | i | i | i | i | i | 8 | i | -0.2 | -1
Cc1ccc(NC(=O)CSc2n[nH]c(C)c2[N+](=O)[O-])cc1C | i | i | i | i | i | i | i | -8 | i | 0.1 | 15
CCS(=O)(=O)Nc1ccc(C2=NN(C(C)=O)C(c3cccs3)C2)cc1 (configuration not stated) | i | i | i | i | i | i | i | -2 | i | 2.6 | -5
Cc1c(C(=O)NCCc2ccc3c(c2)OCCO3)oc2ccccc12 | i | i | i | i | i | i | i | -1 | i | 0.1 | -11
CCCC(=O)Nc1ccc(S(=O)(=O)Nc2cc(OC)ncn2)cc1 | · | · | · | i | i | i | i | -8 | i | -19 | 6
CCCCOC(C)n1cc(F)c(=O)[nH]c1=O (configuration not stated) | i | i | i | i | i | i | i | 18 | i | -0.1 | 2
C#CCOCCOCCOCCNc1nc(N2CCN(C(=O)[C@H](C(C)C)n3cc(CCO)nn3)CC2)nc(N2CCN(C(=O)[C@H]([C@@H](C)CC)n3cc(CCCN=C(N)N)nn3)CC2)n1 | i | i | i | i | i | i | i | 5 | i | -1.8 | 8
CCOC(=O)C1(Cc2ccc(OC)cc2)CCN(C(=O)c2cc(C)on2)CC1 | i | i | i | i | i | i | i | -12 | i | 0.5 | 11
Nc1c(C(=O)N2CCCCCC2)oc2ccccc12 | i | 10* | i | i | i | i | i | 13 | i | -0.7 | -4
CC1CN(C(=O)c2cccs2)CC(C)O1 (configuration not stated) | i | i | i | i | i | i | i | 6 | i | 0.0 | 2
Cc1ccc(NS(=O)(=O)c2cccc(C(=O)Nc3cc(C)on3)c2)cc1 | i | i | i | i | i | i | i | 11 | i | 0.2 | -3
COc1ccc(S(=O)(=O)Nc2ccc3oc(C)c(C(=O)O)c3c2)cc1 | i | i | i | i | i | i | i | 22 | i | -0.1 | 2
COc1cccc(C(=O)c2c(C)c(CCC#N)n3ccccc23)c1OC | i | i | i | i | i | i | i | -4 | · | 0.3 | 8
CCC(=O)N1CCC2(CC1)Oc1ccc(Cl)cc1C(=O)C21CC(c2cccnc2)=NO1 (configuration not stated) | i | i | i | i | i | i | i | -1 | i | -0.8 | 3
CCOC(=O)c1cc(-c2cccs2)nc2c1c(C)nn2-c1ccccn1 | i | i | i | i | i | i | i | -14 | i | -1.0 | 58*
C=CCn1c(SCC(=O)Nc2cc(C)on2)nc2sc(C)c(C)c2c1=O | i | i | i | i | i | i | i | -7 | i | 2.4 | -2
CCCc1cc(=O)[nH]c(SCC(=O)N2CCN(S(=O)(=O)c3ccc(C)cc3)C2)n1 | i | i | i | i | i | i | i | -3 | i | -0.1 | -5
COc1ccc(S(=O)(=O)N2CCOC2CNC(=O)C(=O)NCCCN2CCOCC2)cc1C (configuration not stated) | i | i | i | i | i | i | i | 14 | i | -0.1 | 14
C#CCSc1nnnn1-c1cccc(Cl)c1 | i | i | i | i | i | i | i | -8 | i | -0.4 | -6
O=c1c(=O)n(O)c2ccccc2n1O | i | i | i | i | i | i | i | 1 | i | -0.2 | -1

(cont.)
SMILES | MrgX1 ag | MrgX1 allo act | MrgX1 antagonist | TRPC6 activator | RGS4 pot | RGS4 block | TRPC6 inh | Platelet DG rel | TRPC4 block | HIF act | SKKanGAS inh
O=c1[nH]c(SCc2ccc(F)cc2)nc2c1cnn2-c1ccc(F)cc1 | i | i | i | i | i | i | i | 13 | i | -0.5 | 3
S=c1[nH]nc(C2CCCCC2)n1/N=C/c1ccccc1Cl | i | i | i | i | i | i | i | 0 | i | -1.3 | 18
CCCC(=O)C1=C(SCC)CC(C)(C)C(C(=O)OC)C1=O (configuration not stated) | i | i | i | i | i | i | i | 18 | i | 0.1 | -6
O=C(NCc1ccc(F)cc1)C1CCN(S(=O)(=O)N2CCCC2)CC1 | i | i | i | i | i | i | i | 1 | i | 0.7 | 5
Nc1ccc(C(=O)N/N=C/c2cn(Cc3ccc(F)cc3)c3ccccc23)cc1 | i | i | i | i | i | i | i | 6 | i | 0.2 | 19
CC(=O)Nc1ccc(S(=O)(=O)n2cnc3ccccc32)cc1 | i | i | i | i | i | i | i | -1 | i | -1.3 | -3
COc1ccc(C(C)=O)cc1CSCc1cc(C(C)=O)ccc1OC | i | i | i | i | i | i | i | -2 | i | -0.4 | -6
CC(NC(=O)C1CCN(S(=O)(=O)c2cccc3nonc23)CC1)c1ccccc1 (configuration not stated) | i | i | i | i | i | i | i | 3 | i | 1.1 | 0
Cc1cccc(NC(=O)CSc2nc(COc3ccccc3)nc3ccccc23)c1C | i | i | i | i | i | i | i | 6 | i | · | 11
Cc1cc(C)nc(N/C(=N\S(=O)(=O)Cc2ccccc2)Nc2ccccc2Br)n1 | i | i | i | i | i | i | i | 10 | i | -0.1 | -2
CN(C)C(CNC(C(=O)Nc1ccc(F)cc1)c1ccccc1)c1ccccc1 (configuration not stated) | i | i | i | i | i | i | i | 0 | i | 0.2 | 30
CC(C)C/C(O)=C/c1nc2cc(Cl)ccc2oc1=O | i | i | i | i | i | i | i | -11 | i | -0.8 | 0
Cc1ncoc1C(=O)Nc1nccs1 | i | i | i | i | i | i | i | 2 | i | 0.2 | -1
CN(c1ccccc1)S(=O)(=O)c1ccc(C(=O)Nc2nnc(C3=COCCO3)o2)cc1 | i | i | i | i | i | i | i | 1 | i | -0.1 | 8
CCOC(=O)c1cnc(SCC(=O)N2CCOCC2)nc1N | i | i | i | i | i | i | i | -5 | i | 0.1 | -16
COc1ccc(CCNC(=O)c2ccccc2NC(=O)C2=C(C)OCCS2)cc1OC | i | i | i | i | i | i | i | -8 | i | 0.3 | 2
COc1ccc(C(CC(=O)O)NC(=O)c2cc3cc(Br)ccc3oc2=O)cc1OC (configuration not stated) | i | i | i | i | i | i | i | 2 | i | 0.0 | 6
CN(C)CC1(c2ccccc2)CCCC1 | i | i | i | i | i | i | i | -1 | i | 1.1 | -4
O=C(OCC(=O)N1CCN(c2ccccc2)CC1)c1ccc[n+]([O-])c1 | i | i | i | i | i | i | i | 5 | i | -0.5 | 2
Cc1ccc(NC(=O)COc2cccc(C)c2C)cc1S(=O)(=O)N1CCCCCC1 | i | i | i | i | i | i | i | -14 | i | -0.2 | 1
CCOc1nc(C#N)nc(N2CCCCC2)n1 | · | · | · | i | i | i | i | 3 | i | 0.2 | 0
COc1ccc(CN(Cc2ccccn2)C(=O)CN2C(=O)COc3ccccc32)cc1 | i | i | i | i | i | i | i | -5 | i | -0.5 | -3
Cc1ccc(NC(=O)c2sc(Cl)nc2-c2ccccc2)cc1 | i | i | i | i | i | i | i | 2 | i | -0.3 | -3
O=c1c(Cc2ccccc2)c(O)ccn1Cc1ccco1 | i | i | i | i | i | i | i | 6 | i | 0.1 | 6
COc1ccc(-c2ccc(-c3noc(-c4ccccc4OC)n3)c(OC)n2)cc1 | i | i | i | i | i | i | i | 2 | i | 0.5 | 6

A second format for part of the listing above:
Every second line gives: MrgX1 ag | MrgX1 allo act | MrgX1 antagonist | TRPC6 activator | RGS4 pot | RGS4 block | TRPC6 inh | Platelet DG rel | TRPC4 block | HIF act | SKKanGAS inh
CN(c1ccccc1)S(=O)(=O)c1ccc(C(=O)Nc2nnc(C3=COCCO3)o2)cc1
→ i | i | i | i | i | i | i | 1 | i | -0.1 | 8
CC(=O)Nc1ccc(S(=O)(=O)n2cnc3ccccc32)cc1
→ i | i | i | i | i | i | i | -1 | i | -1.3 | -3

(cont.)
SMILES | MrgX1 ag | MrgX1 allo act | MrgX1 antagonist | TRPC6 activator | RGS4 pot | RGS4 block | TRPC6 inh | Platelet DG rel | TRPC4 block | HIF act | SKKanGAS inh
CCCOc1ccc(CNC(=O)C2CCN(c3nnc(N4CCCC4=O)s3)CC2)cc1 | i | i | i | i | i | i | i | -2 | i | 0.0 | -1
Cc1ccc(S(=O)(=O)N2CCC(C(=O)NNC(=O)c3ccc(F)cc3)CC2)cc1 | i | i | i | i | i | i | i | -8 | i | -0.2 | -14
COc1ccc(Cn2nnnc2CN2CCc3ccccc3C2)cc1 | i | i | i | i | i | i | i | 2 | i | 0.3 | 8
c1ccc(CC(Nc2ccccn2)c2ccccc2)cc1 (configuration not stated) | i | i | i | i | i | i | i | -7 | i | -0.1 | -7
C/C(CC(=O)NCc1ccc(F)cc1)=N\NC(N)=S | i | i | i | i | i | i | i | -6 | i | -1.4 | -1
COc1ccccc1C(=O)Nc1cc(Cl)ccc1-n1cncn1 | i | i | i | i | i | i | i | -10 | i | -0.2 | -9
CCOc1cccc(CN2CCCC(C(=O)c3cc(Cl)ccc3OC)C2)c1O (configuration not stated) | i | i | i | i | i | i | i | 2 | i | 0.1 | -2
Cc1ccccc1N(CC(=O)N1CCN(c2ccccc2)CC1)S(C)(=O)=O | i | i | -7.7* | i | i | i | i | 2 | i | 0.4 | -6

Source: PubChem (several laboratories)
